Screening data deposited in PubChem by National Center for Advancing Translational Sciences (NCATS).
HADH2 inh: HADH2 (human) dehydrogenase inhibition. Q99714. recombinant HADH2, NADH fluorescence, beta-hydroxybutyryl-CoA. Potency, µM (top dose mostly 57.1 µM), for the others: top-dose activity change, negative = inhibition, most hits filed as inhibitors. 73,000 compounds, 3.4% hits; also: potency is read from the fitted curve at half-maximal effect; % is scaled to controls: 0 for no effect and ±100 for the full control effect; nearly all actives have a fitted effect of over 60% in size; many of its hits are not listed in these tables
Target sequence (Q99714 whole entry, looked up, one chain of several): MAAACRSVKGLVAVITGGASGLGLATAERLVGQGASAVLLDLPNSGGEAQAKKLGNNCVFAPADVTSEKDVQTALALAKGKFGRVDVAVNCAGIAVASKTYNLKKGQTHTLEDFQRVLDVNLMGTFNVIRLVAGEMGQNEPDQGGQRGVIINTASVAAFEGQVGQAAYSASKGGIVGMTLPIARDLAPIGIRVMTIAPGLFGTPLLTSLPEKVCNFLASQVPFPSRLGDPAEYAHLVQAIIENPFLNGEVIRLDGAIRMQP
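E. coli-expressed His-tagged HADH2 tested at 20 nM in alkaline Tris buffer (pH 9.0); oxidation of 90 uM beta-hydroxybutyryl-CoA with 1 mM NAD+ tracked fluorimetrically for 4 min.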
FLuc inh: firefly luciferase inhibition; P08659; purified firefly luciferase, luminescence, 8 min; Potency, µM (series often up to 57.1 µM), for inactives: top-dose activity change, negative = inhibition, usual class: inhibitors; 72,000 compounds, 2.2% hits; also: potency is read from the fitted curve at half-maximal effect; % is scaled to controls: 0 for no effect and ±100 for the full control effect; nearly all actives have a fitted effect of over 40% in size
Target sequence (P08659 whole entry, looked up): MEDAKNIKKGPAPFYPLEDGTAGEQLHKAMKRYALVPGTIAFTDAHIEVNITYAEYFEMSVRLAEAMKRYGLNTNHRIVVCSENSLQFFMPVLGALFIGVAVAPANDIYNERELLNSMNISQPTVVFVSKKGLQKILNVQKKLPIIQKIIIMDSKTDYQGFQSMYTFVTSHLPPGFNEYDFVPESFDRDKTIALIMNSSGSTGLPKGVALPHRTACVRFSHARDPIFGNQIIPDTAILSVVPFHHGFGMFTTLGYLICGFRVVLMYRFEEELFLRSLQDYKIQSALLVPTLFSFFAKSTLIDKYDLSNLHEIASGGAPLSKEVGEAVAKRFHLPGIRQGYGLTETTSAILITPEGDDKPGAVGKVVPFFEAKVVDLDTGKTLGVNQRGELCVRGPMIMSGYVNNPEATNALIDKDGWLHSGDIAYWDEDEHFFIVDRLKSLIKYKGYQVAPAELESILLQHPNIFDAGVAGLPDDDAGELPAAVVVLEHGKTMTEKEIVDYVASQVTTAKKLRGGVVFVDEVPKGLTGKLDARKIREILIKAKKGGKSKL
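Inhibition of light generation by firefly luciferase from ATP and luciferin was profiled with concentration-response curves per sample, ATP held at 10 uM within the enzyme's linear range. Plates were read by luminescence after an 8-minute ambient incubation.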
Epigenetic mod: derepresses silenced GFP locus in mouse C127i cells | 68,000 compounds, 0.09% hits | mouse C127i GFP locus derepression, cytometry, 30 h | AID 597 | Potency, µM (highest dose often 46.1 µM), inactives show at the highest dose GFP derepression (activation); also: % of control where 0% means no effect
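Murine C127i mammary cells carrying a silenced, stably integrated CMV-driven GFP reporter were treated with compound for 30 hours at 37 C. After PBS washes, GFP-positive cells were counted by laser-scanning microplate cytometry.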
ALOX15 inhib: inhibitors of human 15-lipoxygenase (ALOX15). P16050. purified 15hLO-1, xylenol orange hydroperoxide absorbance. Potency, µM (series often up to 57.1 µM), for inactives: top-dose activity change, negative = inhibition, actives largely listed as inhibitors. 74,000 compounds, 1.4% hits. AID 887; also: potency is read from the fitted curve at half-maximal effect; % is scaled to controls: 0 for no effect and ±100 for the full control effect; nearly all actives have a fitted effect of over 55% in size
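Compounds were preincubated 15 min at room temperature with 40 nM purified human enzyme (25 mM Hepes pH 7.5, 0.01% Triton X-100); 50 uM arachidonic acid reacted 6 min. Fe-xylenol orange detection, 30 min, absorbance ratio 573/405 nm.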
The depositor's hits bear a star; u = inconclusive; x = no result given; [ ] = dose if it differs, or a comment. Calls follow the shape of the dose curve; as a rule, active = well fitted curve in the direction sought with a large enough effect; inconclusive = small, poorly fitted or top-dose-only effect, or another doubt; inactive = no such curve, though single readings can be large; an effect the other way counts as inactive or inconclusive.

A first look, 5 compounds:
Order of results – HADH2 inh | FLuc inh | Epigenetic mod | ALOX15 inhib
COc1cccc(/C(O)=C2\C(=O)C(=O)N(c3ccccn3)C2c2ccccc2OC)c1 (configuration not stated)
 : x | 2.9%[25.5 µM] | -1.4%[20.6 µM] | x
Cn1c(NCc2ccccc2)nc2c1c(=O)n(Cc1ccc(Br)cc1)c(=O)n2C
 : x | 0.3%[25.5 µM] | 4.8%[20.6 µM] | x
CCOC(=O)COn1c(=O)c(-c2ccco2)[n+]([O-])c2ccccc21
 : x | 1.2%[25.5 µM] | 3.7%[20.6 µM] | x
CCOC(=O)CSc1nc(N)c(C#N)c(-c2ccc(OC)cc2)c1C#N
 : x | -0.6%[25.5 µM] | -5.0%[20.6 µM] | x
CN=c1sc2ccccc2n1CC(O)COCc1ccco1 (configuration not stated)
 : x | -0.6%[25.5 µM] | -1.6%[20.6 µM] | x

The whole of this part, from the first entry:
Order of results – HADH2 inh | FLuc inh | Epigenetic mod | ALOX15 inhib
COc1cccc(/C(O)=C2\C(=O)C(=O)N(c3ccccn3)C2c2ccccc2OC)c1 (configuration not stated)
 : x | 2.9%[25.5 µM] | -1.4%[20.6 µM] | x
Cn1c(NCc2ccccc2)nc2c1c(=O)n(Cc1ccc(Br)cc1)c(=O)n2C
 : x | 0.3%[25.5 µM] | 4.8%[20.6 µM] | x
CCOC(=O)COn1c(=O)c(-c2ccco2)[n+]([O-])c2ccccc21
 : x | 1.2%[25.5 µM] | 3.7%[20.6 µM] | x
CCOC(=O)CSc1nc(N)c(C#N)c(-c2ccc(OC)cc2)c1C#N
 : x | -0.6%[25.5 µM] | -5.0%[20.6 µM] | x
CN=c1sc2ccccc2n1CC(O)COCc1ccco1 (configuration not stated)
 : x | -0.6%[25.5 µM] | -1.6%[20.6 µM] | x
O=C(O)c1cc2sccc2s1
 : x | 0.2%[25.5 µM] | 2.2%[20.6 µM] | x
CCN(CC)CCCN1C(=O)C(=O)/C(=C(/O)c2ccccc2)C1c1ccccn1 (configuration not stated)
 : x | 2.4%[25.5 µM] | 3.8%[20.6 µM] | x
CC(=O)[C@@]1(O)CC[C@H]2[C@@H]3C[C@H](C)C4=CC(=O)C=C[C@]4(C)[C@@]3(F)[C@@H](O)C[C@@]21C
 : x | -4.2%[25.5 µM] | -1.6%[20.6 µM] | x
OCCNc1nc(-c2ccccc2)c2ccccc2n1
 : x | -3.5%[25.5 µM] | 0.0%[20.6 µM] | x
N#Cc1nc(-c2cccs2)oc1NCCN1CCOCC1
 : x | 2.5%[25.5 µM] | 5.9%[20.6 µM] | x

More records follow.
Order of results – HADH2 inh | FLuc inh | Epigenetic mod | ALOX15 inhib
CCOC(=O)c1c(C)oc2ccc(OCC(=O)C(C)(C)C)cc12
 : x | -1.2%[25.5 µM] | 0.0%[20.6 µM] | x
CCOC(=O)CC1=C(C(=O)OCC)C(c2ccc(OC)c(OC)c2)C(C#N)=C(N)O1 (configuration not stated)
 : x | 1.5%[25.5 µM] | 0.0%[20.6 µM] | x
Clc1ccc(-n2ncc3c(NCc4cccs4)ncnc32)cc1
 : x | u | -1.3%[20.6 µM] | x
COc1cc2c(cc1OC)C1(CCCC1)C(N)=C2C#N
 : x | -0.6%[25.5 µM] | 3.8%[20.6 µM] | x
CCCCCC#CCC#CCC#CCC#CCCCC(=O)O
 : x | 1.7%[25.5 µM] | -1.6%[20.6 µM] | x
CN1CC(=O)Nc2ccc(F)cc2C1=O
 : x | 2.6%[25.5 µM] | 2.6%[20.6 µM] | x
CCNC(=O)COn1c(SCC(=O)NCC)nc2ccccc2c1=O
 : x | 2.2%[25.5 µM] | 5.9%[20.6 µM] | x
Cc1ccc2[nH]c3c(NCCN4CCOCC4)ncnc3c2c1
 : x | -2.8%[25.5 µM] | -1.5%[20.6 µM] | x
Cc1sc(-n2c(C)ccc2C)c(C#N)c1C
 : x | -2.5%[25.5 µM] | -4.3%[20.6 µM] | x
O=c1[nH]c2sc3c(c2c(=O)n1Cc1ccccc1)CCC3
 : x | -1.5%[25.5 µM] | -7.2%[20.6 µM] | x

Next records
Order of results – HADH2 inh | FLuc inh | Epigenetic mod | ALOX15 inhib
CN1[C@@H](CC(=O)c2ccccc2)CCC[C@H]1C[C@H](O)c1ccccc1
 : x | -1.5%[25.5 µM] | -1.2%[20.6 µM] | x
Cc1ccc2[nH]c3c(N4CCOCC4)ncnc3c2c1
 : x | -22.4%[25.5 µM] | -2.4%[20.6 µM] | x
Cc1cc2c(c(=O)n1Cc1cccnc1)C(c1ccccc1)C(C#N)=C(N)O2 (configuration not stated)
 : x | 0.0%[25.5 µM] | 7.4%[20.6 µM] | x
CCOC(=O)Cn1c(SC)nc2sc3c(c2c1=O)CC(C)(C)OC3
 : x | 0.3%[25.5 µM] | 7.5%[20.6 µM] | x
C(=N\n1cnnc1)/c1cccc(Oc2ccccc2)c1
 : x | -1.8%[25.5 µM] | 0.0%[20.6 µM] | x
O=c1[nH]cnc2c1cnn2Cc1ccccc1
 : x | 1.2%[25.5 µM] | 7.7%[20.6 µM] | x
CCCOc1ccc(Cn2c(O)cc(=O)[nH]c2=O)cc1
 : x | -1.6%[25.5 µM] | -0.4%[20.6 µM] | x
CCOc1cccc(-c2nnc3sc(C4CCCCC4)nn23)c1
 : x | 0.3%[25.5 µM] | 7.7%[20.6 µM] | x
CC1(C)CC(=O)C2=C(C1)Oc1nc3ccccc3cc1C2C(C#N)C#N (configuration not stated)
 : x | -0.9%[25.5 µM] | 0.0%[20.6 µM] | x
O=C(O)C1CCCNC1 (configuration not stated)
 : -2.0% | x | x | -5.5%

The closing 2 records of the part above lead into the next.
Order of results – HADH2 inh | FLuc inh | Epigenetic mod | ALOX15 inhib
CC1(C)CC(=O)C2=C(C1)Oc1nc3ccccc3cc1C2C(C#N)C#N (configuration not stated)
 : x | -0.9%[25.5 µM] | 0.0%[20.6 µM] | x
O=C(O)C1CCCNC1 (configuration not stated)
 : -2.0% | x | x | -5.5%
Cc1ccc(O)c(-c2cc(C(F)(F)C(F)F)nc(-c3ccccc3)n2)c1
 : -5.3% | x | x | 5.8%
CCOC(=O)CNC(=O)c1c2c(nc3ccccc13)CCCC2
 : u | x | x | -1.2%
N#CC1=C(N)OC2=C(C(=O)CCC2)C1C1C=CCCC1 (configuration not stated)
 : -2.2% | x | x | 7.8%
CCN(CC)c1ccc(C(=O)n2cnc3ccccc32)cc1
 : -2.5% | x | x | 3.9%
COc1ccc(OC)c(C(=O)CN2CCN(S(=O)(=O)c3ccc(Br)cc3)CC2)c1
 : -1.3% | x | x | -28.4%
CC1(C)Cc2c(C#N)c(SCc3ccccc3)nc(N3CCOCC3)c2CO1
 : -11.3% | x | x | -14.0%
O=C(NCCN1CCCC1)c1ccc(Cc2nc3ccccc3[nH]2)cc1
 : 5.2% | x | x | -3.7%
CC(=O)Nc1ccc(S(=O)(=O)NC(CC(=O)NCCCN2CCOCC2)C(C)C)cc1 (configuration not stated)
 : 15.1% | x | x | -6.6%
O=C(O)c1ccc(Cl)c(S(=O)(=O)Nc2ccccc2Cl)c1
 : 0.4% | x | x | -1.8%
CC1=C(c2ccc(C)cc2)S(=O)(=O)N(CC(=O)O)C1=O
 : -5.3% | x | x | -3.7%

Further records follow:
Order of results – HADH2 inh | FLuc inh | Epigenetic mod | ALOX15 inhib
Cc1ccc(C(=O)Nc2nc3ccccc3s2)s1
 : -25.9% | x | x | -13.2%
Cc1nn(-c2ccccc2)c2c1C(c1ccccc1)C(C#N)=C(N)O2 (configuration not stated)
 : -8.4% | x | x | -10.4%
CCOC(=O)N1CCN(C(=O)c2ccc3nc(SCc4ccc(F)cc4)n(C)c3c2)CC1
 : 4.1% | x | x | -6.0%
CCOC(=O)c1sc(N)c(C(=O)Nc2ccc(C)cc2C)c1C
 : 0.1µM* | x | x | u
N#Cc1c(NC(=O)CCN2C(=O)c3ccccc3C2=O)oc(-c2ccccc2)c1-c1ccccc1
 : -11.5% | x | x | -7.2%
O=c1c2ccccc2ncn1-c1ccc2c(c1)OCCO2
 : 3.9% | x | x | -2.8%
O=C(CC(=O)c1ccccc1O)c1cccc(F)c1
 : -8.3% | x | x | -23.8%
COc1ccc(Br)cc1S(=O)(=O)N(CC(=O)N1CCOCC1)c1ccccc1
 : 12.3% | x | x | -1.1%
CCc1ccc(C(=O)NC2CCCCC2)s1
 : -7.3% | x | x | -9.3%
Cc1ccccc1OCCCCCNCCO
 : 2.4% | x | x | 2.7%

Later entries:
compound	HADH2 inh	FLuc inh	Epigenetic mod	ALOX15 inhib
CCOC(=O)c1cc(-c2ccc(C)cc2)n(CCC(=O)NCCN(C)C)c1C	0.0%	x	x	-1.0%
CC(=O)Nc1nnc(SCC(=O)NCC2CCCO2)s1 (configuration not stated)	-6.9%	x	x	-8.6%
Cc1ccccc1OCC(=O)Nc1cccc(NC(=O)c2ccco2)c1	u	x	x	-2.2%
NC(=O)CN1CCN(c2ccccc2F)CC1	-1.5%	x	x	-0.2%
CN(C(=O)c1cc2nc(-c3ccco3)cc(C(F)(F)F)n2n1)C1CCCCC1	-10.8%	x	x	10µM*
COc1cccc(-c2cc(C(=O)N/N=C/c3ccccc3O)[nH]n2)c1	23.1%	x	x	9.1%
N#Cc1c2c(nc(N)c1-c1ccccc1)CCCCC2	u	x	x	-4.0%
COc1ccc(C(N)=O)cc1NC(=O)c1cccc(F)c1	-1.9%	x	x	3.6%
CCC(C(=O)NC(C)CCc1ccccc1)n1nc(C)n2c(cc3occc32)c1=O (configuration not stated)	5.4%	x	x	-9.2%
O=C(O)c1cc(S(=O)(=O)Nc2cccc(Cl)c2)ccc1O	-6.6%	x	x	-5.6%
COc1ccc(-c2cc(C(F)(F)F)n3ncc(C(=O)NCC4CCCO4)c3n2)cc1OC (configuration not stated)	7.5%	x	x	-4.0%
O=C(NCc1cccs1)c1cnc2ccccn2c1=O	-20.9%	x	x	5.6%
COc1ccc(C(=O)/C=C/Nc2c(C)n(C)n(-c3ccccc3)c2=O)cc1OC	-1.6%	x	x	-6.4%
CC(CN(C)C)NC(=O)c1ccc(Cc2nc3ccccc3[nH]2)cc1 (configuration not stated)	-6.1%	x	x	-2.9%
Cn1c(-c2cc(Br)ccc2O)n[nH]c1=S	-4.6%	x	x	-21.5%
Cc1ccc(CN2CCN(C(=O)CCN3C(=O)c4ccccc4C3=O)CC2)cc1	3.5%	x	x	-8.3%
COc1cccc(-c2nnc3n2N=C(C(C)(C)C)CS3)c1	-11.2%	x	x	u
COc1ccc(CCNC(=O)CCn2cccc2)cc1OC	-0.1%	x	x	1.6%
O=C(CCN1CCN(c2ccccc2)CC1)Nc1ccc2c(c1)OCO2	3.1%	x	x	-14.8%
N#C/C(=C\c1c(N2CCOCC2)nc2ccccn2c1=O)S(=O)(=O)c1ccccc1	5.0%	x	x	-0.2%
CCNS(=O)(=O)c1ccc(NC(=O)c2cccnc2)cc1	-8.1%	x	x	6.0%
CSc1ccccc1NC(=O)C1CCCO1 (configuration not stated)	u	x	x	-18.9%
CCOC(=O)N1CCC(NC(=O)c2ccc3c(c2)sc2nc(-c4cccc(OC)c4)cn23)CC1	u	x	x	u
CS(=O)(=O)N(CC(=O)O)c1ccccc1	-2.1%	x	x	4.7%
CCOC(=O)N1CCN(C(=O)COc2ccccc2Cl)CC1	-1.3%	x	x	-0.9%
CC(NC(=O)c1cc2sccc2n1C)c1ccc2c(c1)OCCO2 (configuration not stated)	-3.2%	x	x	-10.7%
O=C(CSc1nc2ccccc2nc1SCC(=O)N1CCCCC1)N1CCCCC1	-4.3%	x	x	-7.8%
COc1ccccc1OCCNC(=O)c1ccc(S(=O)(=O)N(C)C)cc1	-1.4%	x	x	1.0%
CN1CCC(CNC(=O)c2ccc(Cc3nc4ccccc4[nH]3)cc2)CC1	-2.9%	x	x	-1.6%
CCc1nn(C(C)C(=O)NCCc2ccc(OC)c(OC)c2)c(=O)c2cc3occc3n12 (configuration not stated)	1.9%	x	x	-0.5%
COc1ccccc1NS(=O)(=O)c1cc(C(=O)O)ccc1F	-2.9%	x	x	-2.0%
CCCC1c2ccc(C)n2CCN1C(=O)Nc1ccc(F)cc1 (configuration not stated)	1.3%	x	x	u
c1ccc(-n2ncc3c(NCc4cccs4)ncnc32)cc1	u	x	x	0.8%

This is a subset; count on the stated rates, not on these rows.
